aGal spleen mod: alpha-galactosidase A (human) modulation | actives 0.008% (n = 240,000) | AID 2107 | Potency, µM (series often up to 80 µM), inactives show at the top dose activity change, negative = inhibition, most hits filed as inhibitors | human spleen homogenate, 4MU-alpha-Gal fluorescence, 40 min | P06280;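 further: potency means the concentration at half of the fitted maximal effect; 0% = enzyme with vehicle and -100% = no enzyme basal signal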
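Spleen homogenate 1 ug + cpd (titration) + 4-MU-alpha-D-galactopyranoside 1 mM; 37C 40 min; 50 mM citrate/phosphate pH 5.0, 0.01% Tween-20; stop pH 10; fluorescence 365/440; AC50 via Hill.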
NPSR antag: neuropeptide S receptor (human) antagonism, cAMP; Q6W5P4; CHO-NPSR cells, cAMP TR-FRET, antagonist mode; Potency, µM (series often up to 38.3 µM), without a hit: top-dose activity change, negative = inhibition, most hits filed as inhibitors; actives 1% (n = 220,000); AID 1461; further: potency means the concentration at half of the fitted maximal effect; on the % scale 0 is the no-effect control and ±100 the full control effect; nearly all actives have a fitted effect of over 50% in size; many of its hits are not listed in these tables
Tau fibril FP: inhibitors of human tau fibril formation. Potency, µM (series often up to 57.7 µM), for inactives: at the top dose activity, negative = inhibition, usual class: inhibitors. actives 0.39% (n = 280,000). K18 P301L tau heparin fibrillization, Alexa594 FP, 6 h. AID 1468. P10636; further: potency means the concentration at half of the fitted maximal effect; on the % scale 0 is the no-effect control and ±100 the full control effect; nearly all actives have a fitted effect of over 55% in size
Target sequence (P10636 561-689 P618L limits assumed): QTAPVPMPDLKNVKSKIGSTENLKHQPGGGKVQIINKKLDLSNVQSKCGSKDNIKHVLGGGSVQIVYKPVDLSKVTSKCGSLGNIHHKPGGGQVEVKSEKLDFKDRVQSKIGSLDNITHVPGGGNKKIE
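FP of Alexa 594-tau after heparin (20 uM) induction. Substrate: human K18 P301L, 15 uM unlabeled, 0.24 uM labeled. Buffer 100 mM sodium acetate pH 7. 6 hr, 37 C.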
Epigenetic reg: derepresses silenced GFP reporter in murine cells | murine LDR cells, GFP reporter derepression, 30 h | Potency, µM (titrated, usually from 53.9 µM), for inactives: top-dose GFP activation, usual class: activators | AID 1865 | actives 0.2% (n = 280,000); further: potency means the concentration at half of the fitted maximal effect; % of control where 0% means no effect; nearly all actives have a fitted effect of over 60% in size
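GFP-positive cell count by laser-scanning cytometry (objects 20–120 um) after 30 h, 37 C compound exposure of murine LDR cells; reporter is CMV-GFP integrated at a silenced locus, inducible by HDAC or DNMT inhibitors.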
CBFb-RUNX1 inh: blocks binding between human CBF-beta and RUNX1. Q01196+Q13951. AlphaScreen CBFb-His/RUNX1-biotin binding, biochemical. Potency, µM (highest dose often 59.8 µM), without a hit: at the highest dose activity, negative = inhibition, actives largely listed as inhibitors. 230,000 tested, under 10 active; further: % of control where 0% means no effect
Target sequence (Q01196 whole entry, looked up): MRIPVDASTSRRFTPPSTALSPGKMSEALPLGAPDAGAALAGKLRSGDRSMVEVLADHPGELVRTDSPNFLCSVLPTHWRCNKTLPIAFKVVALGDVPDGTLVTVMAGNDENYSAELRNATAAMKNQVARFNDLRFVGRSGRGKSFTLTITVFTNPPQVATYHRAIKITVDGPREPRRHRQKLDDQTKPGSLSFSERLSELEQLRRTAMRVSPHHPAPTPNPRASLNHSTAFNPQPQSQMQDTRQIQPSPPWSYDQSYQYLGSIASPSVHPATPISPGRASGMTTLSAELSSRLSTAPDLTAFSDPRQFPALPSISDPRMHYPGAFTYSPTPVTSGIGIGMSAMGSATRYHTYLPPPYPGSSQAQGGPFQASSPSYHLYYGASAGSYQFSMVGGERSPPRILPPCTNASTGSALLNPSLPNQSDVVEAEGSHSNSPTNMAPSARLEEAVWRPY
Target sequence (Q13951 whole entry, looked up): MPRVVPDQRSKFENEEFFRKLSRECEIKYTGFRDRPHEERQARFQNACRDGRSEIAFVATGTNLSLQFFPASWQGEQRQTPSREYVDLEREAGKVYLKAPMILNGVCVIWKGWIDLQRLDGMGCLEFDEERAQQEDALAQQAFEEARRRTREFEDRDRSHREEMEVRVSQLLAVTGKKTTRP
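AlphaScreen binding: CBFb-His and RUNX1-biotin (30 nM each) preincubated 20 min, compound added for 15 min, then nickel and streptavidin beads for 90 min, all at room temperature. Disruption of the interaction by any mechanism counts as activity.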
Tau fluor cs: counter-screen for tau fibril formation inhibitors; tau K18 P301L (four-repeat tau fragment) Alexa594 fluorescence, heparin fibrillization; Potency, µM (series often up to 57.7 µM), inactives show at the highest dose activity change, negative = decrease; actives 0.93% (n = 280,000); AID 1463; further: potency means the concentration at half of the fitted maximal effect; on the % scale 0 is the no-effect control and ±100 the full control effect; nearly all actives have a fitted effect of over 55% in size
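Human K18 P301L tau (15 uM unlabeled plus 0.24 uM Alexa 594-labeled, final) in 100 mM sodium acetate pH 7 was mixed with compound and 20 uM heparin and incubated 6 hr at 37 C.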
TexasRed fluor: alters Texas Red total fluorescence, flagging assay interference; actives 0.29% (n = 280,000); TRb/SRC2 Texas Red total fluorescence interference; Potency, µM (top dose mostly 106 µM), inactives show top-dose fluorescence change, negative = quenching; AID 1479; active means well fitted curve in either direction with a large enough effect; inconclusive means small, poorly fitted or top-dose-only effect; further: potency means the concentration at half of the fitted maximal effect; on the % scale 0 is the no-effect control and ±100 the full control effect
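Human TRb ligand-binding domain at 0.6 uM with 20 nM Texas Red SRC2 peptide in Tris buffer containing 1 uM T3 and 5% DMSO, incubated with compound 5 h at ambient temperature. Total fluorescence (555/632 nm) calculated as parallel + 2 × perpendicular.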
TRb-SRC2 inh: disrupts binding of human TR beta to SRC2; P10828; TRbeta-SRC2 peptide binding, fluorescence polarization; receptor liganded with 1 µM T3; Potency, µM (doses to about 106 µM), without a hit: at the highest dose activity change, negative = inhibition, usual class: inhibitors; actives 0.065% (n = 280,000); AID 1469;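 further: potency means the concentration at half of the fitted maximal effect; plate controls were bound peptide for no effect and peptide without receptor for full effect; nearly all actives have a fitted effect of over 50% in size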
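Human TRb ligand-binding domain (0.6 uM) is mixed with 20 nM Texas Red SRC2 peptide and 1 uM T3; after compound addition and 5 hr at ambient temperature, polarization is measured and normalized to unbound and bound controls.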
An asterisk follows results filed as active; & = joins results of further samples; [ ] = remark or other dose. Unless noted, the call rests on the fitted dose curve; in most records, active means well fitted curve in the direction sought with a large enough effect; inconclusive means small, poorly fitted or top-dose-only effect, or another doubt; inactive means no such curve, though single readings can be large; an effect the other way counts as inactive or inconclusive.

What do the screens show for `CCOC(=O)c1cccc(NC(=O)C2CCN(S(=O)(=O)c3cn(C)cn3)CC2)c1`?
Tau fibril FP: 4%; Epigenetic reg: -4.1%; Tau fluor cs: 7%; TexasRed fluor: -3%; TRb-SRC2 inh: 1%

How did CCOC(=O)Cc1csc(NC(=S)NC(=O)c2cccc([N+](=O)[O-])c2)n1 do in these assays?
aGal spleen mod: 3%; NPSR antag: 4%; Tau fibril FP: 8%; Epigenetic reg: 0.0%; CBFb-RUNX1 inh: 0%; Tau fluor cs: -14%; TexasRed fluor: -2%; TRb-SRC2 inh: 2%

How did COC(=O)C1=C(N)Oc2cc(C)[nH]c(=O)c2C1c1cccnc1 (stereo not given) do in these assays?
aGal spleen mod: 2%; NPSR antag: 1%[46.1 µM]; Tau fibril FP: 1%; Epigenetic reg: -2.1%; CBFb-RUNX1 inh: 5%; Tau fluor cs: -2%; TexasRed fluor: -4%; TRb-SRC2 inh: -2%

Results for COc1ccc(N2C(=O)CC(NC3CCCCNC3=O)C2=O)cc1 (stereo not given) ?
aGal spleen mod: 2%; NPSR antag: 0%[46.1 µM]; Tau fibril FP: 0%; Epigenetic reg: 1.2%; CBFb-RUNX1 inh: 8%; Tau fluor cs: 4%; TexasRed fluor: 1%; TRb-SRC2 inh: 5%

Results for CN(Cc1ccccc1)C(=O)COC(=O)C1CCN(S(=O)(=O)c2cccs2)CC1 ?
aGal spleen mod: -6%; NPSR antag: -2%; Tau fibril FP: 1%; Epigenetic reg: 0.0%; CBFb-RUNX1 inh: -1%; Tau fluor cs: -5%; TexasRed fluor: 1%; TRb-SRC2 inh: -11%

Results for Cc1ccccc1OCCCCn1c(-c2ccc(Cl)cc2)nc2ccccc2c1=O ?
Tau fibril FP: inconclusive; Epigenetic reg: 0.3%; Tau fluor cs: -11%; TexasRed fluor: -4%; TRb-SRC2 inh: 8%

What do the screens show for `C=CCn1c(SCc2cc(=O)n3cc(C)ccc3n2)nnc1-c1ccc(F)cc1`?
aGal spleen mod: 3%; NPSR antag: 20%; Tau fibril FP: -2%; Epigenetic reg: -3.0%; CBFb-RUNX1 inh: 3%; Tau fluor cs: 9%; TexasRed fluor: 0%; TRb-SRC2 inh: -3%

Results for CC(=O)Oc1ccc2c(=O)c(N3C(=O)c4ccccc4C3=O)c(C)oc2c1C ?
aGal spleen mod: -19%; NPSR antag: -17%; Tau fibril FP: -6%; Epigenetic reg: 5.7%; CBFb-RUNX1 inh: 4%; Tau fluor cs: -4%; TexasRed fluor: -1%; TRb-SRC2 inh: -2%

How did Nc1nc2nc(-c3ccc(Cl)cc3)cc(C(F)(F)F)n2n1 do in these assays?
aGal spleen mod: 19%; NPSR antag: -10%[46.1 µM]; Tau fibril FP: -2%&-2%; Epigenetic reg: -2.5%&-4.8%; CBFb-RUNX1 inh: 5%; Tau fluor cs: -1%&-5%; TexasRed fluor: inconclusive; TRb-SRC2 inh: 8%[11.2 µM]

How did CC(C)(C)n1nnnc1C(c1cccc(C#N)c1)N1CCCCCC1 (stereo not given) do in these assays?
aGal spleen mod: 8%; NPSR antag: -29%[46.1 µM]; Tau fibril FP: 5%; Epigenetic reg: 0.0%; CBFb-RUNX1 inh: 4%; Tau fluor cs: -10%; TexasRed fluor: -2%; TRb-SRC2 inh: 3%

How did O=C(Nc1nnc2n1CCS2)c1ccc(F)cc1F do in these assays?
Tau fibril FP: -5%; Epigenetic reg: 5.0%; Tau fluor cs: -2%; TexasRed fluor: -1%; TRb-SRC2 inh: -8%

What do the screens show for `CCCCn1c(SCC(=O)N2CCCC2)nc2cc(S(N)(=O)=O)ccc21`?
aGal spleen mod: -7%; NPSR antag: 10%; Tau fibril FP: 7%; Epigenetic reg: -7.9%; CBFb-RUNX1 inh: -5%; Tau fluor cs: 12%; TexasRed fluor: -5%; TRb-SRC2 inh: -4%

Overlap with the part before: 2 entries, then new ones.
How did O=C(Nc1nnc2n1CCS2)c1ccc(F)cc1F do in these assays?
Tau fibril FP: -5%; Epigenetic reg: 5.0%; Tau fluor cs: -2%; TexasRed fluor: -1%; TRb-SRC2 inh: -8%

What do the screens show for `CCCCn1c(SCC(=O)N2CCCC2)nc2cc(S(N)(=O)=O)ccc21`?
aGal spleen mod: -7%; NPSR antag: 10%; Tau fibril FP: 7%; Epigenetic reg: -7.9%; CBFb-RUNX1 inh: -5%; Tau fluor cs: 12%; TexasRed fluor: -5%; TRb-SRC2 inh: -4%

Results for COc1ccccc1CNC(=O)C(CCSC)NS(=O)(=O)c1ccc2c(c1)oc(=O)n2C (stereo not given) ?
aGal spleen mod: 1%; NPSR antag: -3%[46.1 µM]; Tau fibril FP: 1%; Epigenetic reg: -0.2%; CBFb-RUNX1 inh: 3%; Tau fluor cs: -1%; TexasRed fluor: -4%; TRb-SRC2 inh: -1%

What do the screens show for `Cc1ccc(C(=O)OC/C(O)=C(\C#N)c2nc3ccccc3[nH]2)cc1S(=O)(=O)N1CCOCC1`?
aGal spleen mod: -8%; NPSR antag: -27%[46.1 µM]; Tau fibril FP: 3%; Epigenetic reg: 1.3%; CBFb-RUNX1 inh: -2%; Tau fluor cs: 0%; TexasRed fluor: inconclusive; TRb-SRC2 inh: -15%[53 µM]

What do the screens show for `CCOC(=O)c1sc(C)c2c1NC1(CCCCC1)NC2=O`?
aGal spleen mod: 2%; NPSR antag: -7%[46.1 µM]; Tau fibril FP: 11%; Epigenetic reg: -1.1%; CBFb-RUNX1 inh: -7%; Tau fluor cs: -13%; TexasRed fluor: 0%; TRb-SRC2 inh: 9%

How did CCN1CCCC1CNC(=O)CN1C(=O)COc2ccc(C)cc21 (stereo not given) do in these assays?
aGal spleen mod: -8%; NPSR antag: -9%[46.1 µM]; Tau fibril FP: 2%; Epigenetic reg: -0.8%; CBFb-RUNX1 inh: 1%; Tau fluor cs: -3%; TexasRed fluor: 12%; TRb-SRC2 inh: 23%

What do the screens show for `C#Cc1ccc([C@@H]2C=C(C(=O)O)O[C@H](OCCCCO)C2)cc1`?
aGal spleen mod: -14%; NPSR antag: -33%; Tau fibril FP: 6%; Epigenetic reg: -1.5%; CBFb-RUNX1 inh: 5%; Tau fluor cs: 5%; TexasRed fluor: -1%; TRb-SRC2 inh: -9%

What do the screens show for `CSc1cccc(NC(=O)c2ccccc2N(C)S(C)(=O)=O)c1`?
aGal spleen mod: 11%; NPSR antag: -7%[46.1 µM]; Tau fibril FP: 6%; Epigenetic reg: -6.3%; CBFb-RUNX1 inh: 0%; Tau fluor cs: -6%; TexasRed fluor: 1%; TRb-SRC2 inh: 2%

What do the screens show for `COc1ccc(C(=O)Oc2cccc(Nc3ncnc4ccccc34)c2)cc1OC`?
aGal spleen mod: 4%; NPSR antag: -7%; Tau fibril FP: inconclusive; Epigenetic reg: -1.9%; CBFb-RUNX1 inh: -15%; Tau fluor cs: inconclusive; TexasRed fluor: -3%; TRb-SRC2 inh: 3%

How did Cc1ccc(NC(=O)Cn2c(=O)n(-c3ccc(C)cc3)c(=O)c3c2cnn3C)cc1 do in these assays?
Tau fibril FP: -3%; Epigenetic reg: -0.3%; Tau fluor cs: -14%; TexasRed fluor: -1%; TRb-SRC2 inh: -3%

How did Cc1cccc(N2CCN(C(=O)Cn3nc(C)c4sc5ccccc5c4c3=O)CC2)c1C do in these assays?
Tau fibril FP: -7%; Epigenetic reg: -3.5%; Tau fluor cs: -12%; TexasRed fluor: 0%; TRb-SRC2 inh: -1%

What do the screens show for `O=S(=O)(c1cccc(C(F)(F)F)c1)N1CCC(Oc2ccc(-n3cnnn3)cc2)CC1`?
Tau fibril FP: 0%; Epigenetic reg: 1.1%; Tau fluor cs: -25%; TexasRed fluor: 0%; TRb-SRC2 inh: 4%

What do the screens show for `COCCNC(=O)Cn1cc(C(=O)c2ccco2)c2ccccc21`?
aGal spleen mod: -13%; NPSR antag: -2%; Tau fibril FP: 4%; Epigenetic reg: 1.1%; CBFb-RUNX1 inh: 1%; Tau fluor cs: -12%; TexasRed fluor: -2%; TRb-SRC2 inh: 0%

Results for c1ccc(COc2cccc(CNCc3ccccn3)c2)cc1 ?
aGal spleen mod: -7%; NPSR antag: 9%; Tau fibril FP: -5%; Epigenetic reg: 0.0%; CBFb-RUNX1 inh: 9%; Tau fluor cs: -5%; TexasRed fluor: -4%; TRb-SRC2 inh: -6%

Next part; it opens with the 2 that closed the last part.
What do the screens show for `COCCNC(=O)Cn1cc(C(=O)c2ccco2)c2ccccc21`?
aGal spleen mod: -13%; NPSR antag: -2%; Tau fibril FP: 4%; Epigenetic reg: 1.1%; CBFb-RUNX1 inh: 1%; Tau fluor cs: -12%; TexasRed fluor: -2%; TRb-SRC2 inh: 0%

Results for c1ccc(COc2cccc(CNCc3ccccn3)c2)cc1 ?
aGal spleen mod: -7%; NPSR antag: 9%; Tau fibril FP: -5%; Epigenetic reg: 0.0%; CBFb-RUNX1 inh: 9%; Tau fluor cs: -5%; TexasRed fluor: -4%; TRb-SRC2 inh: -6%

Results for CC(=O)c1ccc(NC(=O)COc2ccc3c(c2)OCO3)cc1 ?
aGal spleen mod: -5%; NPSR antag: 4%; Tau fibril FP: 0%; Epigenetic reg: 1.3%; CBFb-RUNX1 inh: 10%; Tau fluor cs: -12%; TexasRed fluor: -5%; TRb-SRC2 inh: -3%

How did O=C(COc1ccccc1)NCc1ccc2c(c1)CCN2C(=O)c1ccc(Cl)cc1 do in these assays?
Tau fibril FP: 1%; Epigenetic reg: 0.0%; Tau fluor cs: -1%; TexasRed fluor: -14%; TRb-SRC2 inh: 3%

What do the screens show for `COc1ccc(-n2nc(C(=O)Nc3nc4ccc(OC)cc4s3)c3ccccc3c2=O)cc1`?
aGal spleen mod: -7%; NPSR antag: -1%[46.1 µM]; Tau fibril FP: -6%; Epigenetic reg: 0.0%; CBFb-RUNX1 inh: -2%; Tau fluor cs: -7%; TexasRed fluor: -3%; TRb-SRC2 inh: -6%

What do the screens show for `Cc1ccc(Cl)cc1N(C)C(=O)c1cc2ccc3cccnc3c2[nH]1`?
Tau fibril FP: 15%; Epigenetic reg: -1.3%; Tau fluor cs: -11%; TexasRed fluor: 2%; TRb-SRC2 inh: -9%

Assay outcomes (PubChem BioAssay)

Not all compounds are listed; the hit share may differ from the screen's.
